# V1R ag counter – agonists of human V1a receptor, primary screen, counter-screen for OXTR agonist project, fluorescence, CHO-V1R cells; Vasopressin V1a receptor (Homo sapiens), P37288; Fluo-8 calcium fluorescence, agonist mode; 0% DMSO, 100% 3 nM vasopressin; activation, % at 3 µM; 320,000 compounds, 0.25% hits;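 active = activation above the mean activation of all tested compounds plus 3 SD, per screening run, cut at about 20% in these data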;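 also: signal is peak over basal fluorescence ratio across a 100 second FLIPR read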
# CHO-K1 Ca antag – counter-screen for M1 antagonists: effect in parental CHO-K1 cells. AID 602250. inhibition, % at 3 µM. 360,000 compounds, 0.6% hits. ATP-induced calcium, Fluo-8 fluorescence;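 active = inhibition above a per-plate cutoff, the plate's mean sample inhibition plus 3 SD, cut at about 24% in these data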;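 also: 0% = DMSO plus EC80 ATP and 100% = DMSO alone without ATP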
# GPR7 antagonist – GPR7 receptor antagonists, primary screen, cell-based, fluorescence, single concentration; Neuropeptides B/W receptor type 1 (Homo sapiens), P48145; GPR7-expressing cells, fluorescence antagonist assay; inhibition, % at 4.4 µM; 290,000 compounds, 1.1% hits; in the data active = inhibition above about 16%, passing the limit was not always enough;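 also: cells stimulated with the agonist NPW; 0% = agonist with vehicle and 100% = vehicle without agonist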
# Target sequence (P48145 whole entry, looked up): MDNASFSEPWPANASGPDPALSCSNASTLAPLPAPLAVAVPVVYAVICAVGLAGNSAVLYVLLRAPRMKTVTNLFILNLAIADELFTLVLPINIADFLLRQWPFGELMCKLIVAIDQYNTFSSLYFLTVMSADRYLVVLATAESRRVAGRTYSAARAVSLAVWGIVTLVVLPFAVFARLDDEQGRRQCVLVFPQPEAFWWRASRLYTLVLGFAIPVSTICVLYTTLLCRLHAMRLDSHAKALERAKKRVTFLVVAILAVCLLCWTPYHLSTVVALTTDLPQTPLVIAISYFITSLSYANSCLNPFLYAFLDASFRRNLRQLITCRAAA
# TAAR1 antag – human TAAR1 antagonists, primary screen, Fluo-8 calcium fluorescence, CHO RD-HGA16 cells; antagonist; inhibition, % at 3 µM; 360,000 compounds, 1.5% hits; AID 624466, 2012;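 active = inhibition above a per-plate cutoff, the mean inhibition of test compounds on that plate plus 3 SD, cut at about 49% in these data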;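 also: 0% = DMSO plus EC80 beta-PEA response and 100% = DMSO alone without agonist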
# Target sequence (Q96RJ0 whole entry, looked up): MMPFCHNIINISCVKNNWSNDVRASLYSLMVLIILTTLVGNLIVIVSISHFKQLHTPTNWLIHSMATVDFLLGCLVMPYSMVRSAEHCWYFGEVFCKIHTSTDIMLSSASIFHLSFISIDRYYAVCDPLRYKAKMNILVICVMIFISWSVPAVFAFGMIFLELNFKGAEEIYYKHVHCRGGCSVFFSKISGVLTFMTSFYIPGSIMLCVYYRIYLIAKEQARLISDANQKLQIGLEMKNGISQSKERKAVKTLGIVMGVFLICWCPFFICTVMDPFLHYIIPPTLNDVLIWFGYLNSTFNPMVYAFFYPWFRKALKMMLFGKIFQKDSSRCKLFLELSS
#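 Assay system: RD-HGA16 CHO cells with stable hTAAR1 and Gα16 / Reagent: EC80 β-phenethylamine stimulus / Doses: 3 µM, single point / Timing: dye loading 75 min at 37 °C, then 30 min room temperature / Measured by: Fluo-8 intracellular calcium dye fluorescence, real-time kinetic reads / Controls: vehicle wells and EC80 agonist wells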
# OXTR agonist – human OXTR agonists, primary screen, fluorescence, CHO-OTR cells, Fluo-8 calcium. Oxytocin receptor (Homo sapiens), P30559. 320,000 compounds, 0.32% hits. Fluo-8 calcium fluorescence; normalized: DMSO 0%, oxytocin 100%. activation, % at 3 µM;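 active = activation above the mean of all tested compounds plus 3 SD, cutoff set per screening run, cut at about 20% in these data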;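 also: peak over basal fluorescence ratio from a 100 s FLIPR kinetic read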
# Target sequence (P30559 whole entry, looked up): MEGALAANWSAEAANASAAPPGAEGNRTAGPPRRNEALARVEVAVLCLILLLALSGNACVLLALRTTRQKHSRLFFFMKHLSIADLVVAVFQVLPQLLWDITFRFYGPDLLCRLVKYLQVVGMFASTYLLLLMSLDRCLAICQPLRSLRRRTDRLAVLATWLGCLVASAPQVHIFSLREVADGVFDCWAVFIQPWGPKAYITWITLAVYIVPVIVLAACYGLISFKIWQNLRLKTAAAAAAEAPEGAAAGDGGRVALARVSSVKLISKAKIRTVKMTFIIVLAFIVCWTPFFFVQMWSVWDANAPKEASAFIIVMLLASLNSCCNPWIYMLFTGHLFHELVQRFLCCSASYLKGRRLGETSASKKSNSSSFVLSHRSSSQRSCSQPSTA
# CHO-K1 Ca ag – counter-screen for M1 agonists: effect in parental CHO-K1 cells; Fluo-8 calcium fluorescence; scaled to maximal ATP response, vehicle zero; activation, % at 3 µM; 360,000 compounds, 0.48% hits; AID 602248, 2012; in the data active = activation above about 15%;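 also: untransfected CHO-K1 host cells lacking M1 receptor as counterscreen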
# M1 PAM parental – nonselective calcium activators in parental CHO-K1 cells, primary screen, counter-screen for M1 PAM project, cell-based, Fluo-8 calcium fluorescence, full deck, 1536-well. ATP EC20; 0% at ATP EC20, 100% at ATP max. activation, % at 3 µM. 360,000 compounds, 0.02% hits;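 active = activation above the run cutoff, the mean activation of all test compounds plus 3 SD, cut at about 40% in these data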;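 also: peak over basal fluorescence ratio in a 140 s read after ATP addition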
# CHO parental Ca – ATP-evoked calcium signal inhibitors, parental CHO, primary screen, counter-screen for OX1R antagonist project, cell-based, fluorescence, Fluo-8 calcium dye; inhibition, % at 5.6 µM; parental CHO-K1, ATP-induced calcium, Fluo-8 fluorescence; AID 463079, 2010; 330,000 compounds, 0.63% hits;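 active = inhibition above that plate's mean sample inhibition plus 3 SD, cut at about 26% in these data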;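 also: 0% = ATP-challenged DMSO wells and 100% = DMSO wells without ATP; some compounds past the cut are filed as inactive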
#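 Assay system: untransfected parental CHO cell line. Also added: ATP agonist challenge. Dosing: one dose, 5.6 µM nominal. Measured by: Fluo-8 fluorescence. Read-out: % inhibition. Benchmarks: ATP wells versus no-ATP DMSO wells. Repeats: no replicates.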
# OXTR potentiate – human OXTR potentiators, primary screen, fluorescence, CHO-OTR cells, Fluo-8 calcium | activation, % at 3 µM | Fluo-8 calcium fluorescence, potentiator mode; 0% = oxytocin EC15, 100% = EC100 | Oxytocin receptor (Homo sapiens), P30559 | 320,000 compounds, 0.061% hits;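 active = activation above that plate's cutoff, the mean activation of tested compounds plus 3 SD, cut at about 6.6% in these data, passing the limit was not always enough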;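 also: 100% uses oxytocin at 75 nM as the full agonist control; some results filed as inactive read as strong as hits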
#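 System: human OTR in CHO cells / Also added: sub-maximal oxytocin, roughly EC15 / Control set: EC15 oxytocin low, 75 nM oxytocin high / Schedule: 6 min compound pre-incubation at room temperature, 100 s kinetic read / Compound: single-point 3.0 µM / Replication: singlicate / Technique: Fluo-8 calcium dye fluorescence / Read-out basis: % activation of max/min ratio relative to oxytocin controls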
# Active calls of the source: *; x = no result given. Random draw from the library; about 3.5% have a hit in one of these screens.
SMILES,V1R ag counter,CHO-K1 Ca antag,GPR7 antagonist,TAAR1 antag,OXTR agonist,CHO-K1 Ca ag,M1 PAM parental,CHO parental Ca,OXTR potentiate
CCOC(=O)N1CCN=C1SCc1ccc(Cl)c(Cl)c1,0.3,-19,-7,-22,0.3,0.2,14,-7,1
Cc1ccc2c(cnn2C(=O)CCCC(=O)NCc2cccc(F)c2)c1,1.5,3,-11,-8,-0.7,-0.6,-8,-3,0
COC(=O)CCc1nc2ccccc2[nH]c1=O,-0.6,3,-5,-9,1.3,0.0,1,2,0
Cc1ccc(C)c(S(=O)(=O)N2CCCOC2CNC(=O)C(=O)NCCc2ccccc2)c1 (stereo not drawn),5.2,-9,-5,-1,2.7,3.6,-11,-15,-7
CCOC(=O)NCCc1c(C)nc2c(c(C)nn2C(C)(C)C)c1C,-1.0,0,-10,-1,-2.8,-0.1,-5,-30,-21
COc1cccc(OC)c1OCCNC(C)(C)C,0.1,-8,-3,7,0.1,0.7,14,-8,-10
CC/C(=N\NC(=O)C1CCCC1)c1ccc(Br)cc1,x,-8,5,-20,x,-0.4,17,x,x
O=C(NCc1ccccn1)c1cc2ccccc2oc1=O,0.4,0,-3,7,-0.4,1.1,12,-1,-4
COc1cc(OC)cc(C(=O)Nc2ccc([N+](=O)[O-])cn2)c1,-1.4,19,2,-7,-2.0,0.2,-13,-15,0
NS(=O)(=O)c1ccc(CCNC(=O)CCc2nc3ccccc3s2)cc1,0.3,3,9,3,-0.4,0.2,-1,-3,-6
O=C(Nc1cccc2c1CCCC2)c1cc([N+](=O)[O-])cc([N+](=O)[O-])c1,0.9,-7,-2,13,-1.9,0.0,7,-16,-2
O=C(CSc1ccccc1F)Nc1ccc2c(c1)OCO2,-0.3,-17,x,10,-0.7,0.1,15,-10,0

# 3 of these compounds in a different format:
structure: COC(=O)CCc1nc2ccccc2[nH]c1=O
  V1R ag counter = -0.6 | CHO-K1 Ca antag = 3 | GPR7 antagonist = -5 | TAAR1 antag = -9 | OXTR agonist = 1.3 | CHO-K1 Ca ag = 0.0 | M1 PAM parental = 1 | CHO parental Ca = 2 | OXTR potentiate = 0

structure: Cc1ccc(C)c(S(=O)(=O)N2CCCOC2CNC(=O)C(=O)NCCc2ccccc2)c1 (stereo not drawn)
  V1R ag counter = 5.2 | CHO-K1 Ca antag = -9 | GPR7 antagonist = -5 | TAAR1 antag = -1 | OXTR agonist = 2.7 | CHO-K1 Ca ag = 3.6 | M1 PAM parental = -11 | CHO parental Ca = -15 | OXTR potentiate = -7

structure: CCOC(=O)NCCc1c(C)nc2c(c(C)nn2C(C)(C)C)c1C
  V1R ag counter = -1.0 | CHO-K1 Ca antag = 0 | GPR7 antagonist = -10 | TAAR1 antag = -1 | OXTR agonist = -2.8 | CHO-K1 Ca ag = -0.1 | M1 PAM parental = -5 | CHO parental Ca = -30 | OXTR potentiate = -21

# Later entries:
SMILES,V1R ag counter,CHO-K1 Ca antag,GPR7 antagonist,TAAR1 antag,OXTR agonist,CHO-K1 Ca ag,M1 PAM parental,CHO parental Ca,OXTR potentiate
CCOC(=O)/C(C(C)=O)=C1/OC(=O)c2ccccc21,0.0,-13,5,-4,-0.4,1.3,17,-3,-3
O=C(NNC1=Nc2cccc3cccc1c23)c1ccc(Br)cc1,9.2,-4,-13,6,8.8,1.7,16,-3,-20
Cc1cc(C)c(NC(=S)NC(=O)c2ccc(-c3ccccc3)cc2)c(C)c1,-1.0,5,-6,-30,0.9,0.8,12,-13,0
CCN(CC)c1ncnc2c1ncn2[C@H]1CN(Cc2cc(OC)c(OC)c(OC)c2)C[C@@H](CO)O1,x,1,x,-15,x,0.2,16,x,x
Cc1ccc(C2OCC3(CO2)COC(c2ccc(C)cc2)OC3)cc1 (stereo not drawn),0.2,-1,-13,-18,1.0,0.6,10,-8,-2
Cc1ccc(/C=C2\SC(=S)N(NS(=O)(=O)c3ccc(C)cc3)C2=O)cc1,0.5,6,-16,26,-0.3,3.4,13,-7,-1
Cc1cc(C)n(-c2ccc(C(=O)NCC(=O)Nc3cc(Cl)ccc3Cl)cc2)n1,1.3,-6,x,-9,-0.2,2.6,6,-13,-7
COc1ccc(CCNS(=O)(=O)c2cc3c4c(c2)C(C)C(=O)N4CCC3)cc1OC (stereo not drawn),-1.0,2,-13,7,-0.6,0.3,11,-11,-4
Cc1oc(/N=C/c2cccc3ccccc23)c(C#N)c1C,1.4,-6,4,x,1.2,7.7,19,-9,-1
CS(=O)(=O)N(CC(=O)NCCSCc1ccccc1)c1ccc2c(c1)OCO2,3.1,8,-3,9,-0.1,0.0,-6,-18,-6
Cc1cc(NC(=O)c2cc(Cl)ccc2Cl)no1,0.3,-9,-6,-11,-0.6,0.6,18,-1,0
O=C(O)C1CSC2(c3ccc4c(c3)OCCO4)CCC(=O)N12 (stereo not drawn),-0.6,-6,-10,9,0.2,0.1,20,-10,-12
COc1cc(SC)ccc1C(=O)Nc1ccc2ncccc2c1,0.0,-6,-3,9,-0.4,2.2,20,-23,-3
COc1ccccc1CNS(=O)(=O)c1cc(C(=O)N(C)Cc2cccnc2)c(Cl)cc1Cl,x,-12,x,17,x,3.3,3,x,x
COc1cc(NC(=O)c2ccccc2F)ccc1NC(=O)c1ccccc1Cl,-0.2,-4,5,-4,-0.1,0.9,13,-10,-7
COc1ccc(NC(=O)c2cc(C)n(Cc3cccs3)c2C)cc1,-0.1,-9,-11,-38,-0.9,0.5,11,1,2
O=C(NNC(=O)C1CCN(Cc2cccc(F)c2)CC1)c1cccs1,-0.1,-9,-9,-27,-0.3,2.9,8,-5,-20
COc1cc2nc(N3CCN(C(=O)OCc4ccccc4)[C@H](C(=O)NC(C)(C)C)C3)nc(N)c2cc1OC,-0.5,-5,x,-17,-2.2,0.2,13,-12,-19
COC(=O)C(CC(=O)c1ccc(C)cc1)n1cccn1 (stereo not drawn),-0.4,-17,-2,-17,0.0,1.9,23,-4,-1
Clc1ccc(OCc2cc(-c3ccccc3)no2)cc1Cl,2.2,-3,-9,-6,-0.2,1.3,16,-19,-8
COc1ccc(CCN2CC(C(=O)NCc3cccc4[nH]ccc34)CCC2=O)cc1 (stereo not drawn),2.6,-7,-19,16,2.7,6.3,13,-11,-6
COCCN(C(=O)CSc1nnc(-c2cccc(C)c2)n1C)c1c(N)n(Cc2ccccc2)c(=O)[nH]c1=O,0.8,-14,-14,-33,-0.1,0.7,1,-1,-4
Cn1c(=O)c2c(nc(NCCO)n2CCc2ccccc2)n(C)c1=O,0.1,-29,x,-28,-0.8,1.1,19,0,0
CC1(C)N=C(c2ccccc2)C(=O)N1,-0.4,-6,1,-5,0.2,0.4,4,0,-18
CN1CCN(c2ccncc2S(=O)(=O)N2CCCCC2)CC1,0.1,-6,-5,-17,0.5,1.5,11,-4,-8
O=C(NCCCN1CCOCC1)c1cc(-c2ccc(F)cc2)no1,0.8,-14,3,-11,0.2,1.7,-9,-6,-3
OCC1OC(n2cnc3c(NCc4ccccc4O)ncnc32)C(O)C1O (stereo not drawn),x,-14,x,-6,x,0.4,5,x,x
O=C(NC1CCN(Cc2ccc(Cl)cc2Cl)CC1)c1ccccc1,6.0,0,-6,6,3.0,8.4,-4,-6,-18
Cc1ccc(OCC(=O)NCCNC(=O)c2ccccn2)cc1,1.1,-11,-5,-1,0.0,1.2,9,-8,-5
CCC1=NN(C(=O)c2ccc(Cl)cc2)C(O)(c2ccccc2)C1 (stereo not drawn),-0.5,-6,-10,-13,-0.8,-0.1,16,-22,0
COc1ccc(-c2nnc(OCc3ccccc3)c3ccccc23)cc1,-0.9,-16,-4,5,-0.2,1.2,16,-22,0
Cc1sc(N)c(C#N)c1C,-1.1,14,0,-8,-0.1,-0.1,-7,-3,-2
CCC(CC)C(=O)OCC(=O)Nc1cccc([N+](=O)[O-])c1,0.4,-10,-5,13,-0.3,1.1,3,4,-9
COC(=O)c1cc(CN2C(=O)c3ccccc3C2=O)c(O)c([N+](=O)[O-])c1,-1.1,-2,-1,-17,-0.8,0.1,2,-15,1
COc1ccc(OC)c(-n2c(C)cc(C=O)c2C)c1,0.3,-6,-5,2,-0.5,0.6,13,2,-16
O=C(NCc1ccc(F)cc1)C(Cc1ccccc1)n1cccc1 (stereo not drawn),-0.7,-19,-3,-32,-0.3,1.6,23,-12,-6

# Molecules above containing a Cl atom:
SMILES,V1R ag counter,CHO-K1 Ca antag,GPR7 antagonist,TAAR1 antag,OXTR agonist,CHO-K1 Ca ag,M1 PAM parental,CHO parental Ca,OXTR potentiate
CCOC(=O)N1CCN=C1SCc1ccc(Cl)c(Cl)c1,0.3,-19,-7,-22,0.3,0.2,14,-7,1
Cc1cc(C)n(-c2ccc(C(=O)NCC(=O)Nc3cc(Cl)ccc3Cl)cc2)n1,1.3,-6,x,-9,-0.2,2.6,6,-13,-7
Cc1cc(NC(=O)c2cc(Cl)ccc2Cl)no1,0.3,-9,-6,-11,-0.6,0.6,18,-1,0
COc1ccccc1CNS(=O)(=O)c1cc(C(=O)N(C)Cc2cccnc2)c(Cl)cc1Cl,x,-12,x,17,x,3.3,3,x,x
COc1cc(NC(=O)c2ccccc2F)ccc1NC(=O)c1ccccc1Cl,-0.2,-4,5,-4,-0.1,0.9,13,-10,-7
Clc1ccc(OCc2cc(-c3ccccc3)no2)cc1Cl,2.2,-3,-9,-6,-0.2,1.3,16,-19,-8
O=C(NC1CCN(Cc2ccc(Cl)cc2Cl)CC1)c1ccccc1,6.0,0,-6,6,3.0,8.4,-4,-6,-18
CCC1=NN(C(=O)c2ccc(Cl)cc2)C(O)(c2ccccc2)C1 (stereo not drawn),-0.5,-6,-10,-13,-0.8,-0.1,16,-22,0

# Assay outcomes from PubChem.
